hcGAS_lum = Primary biochemical luminescence assay for human cyclic GMP-AMP synthase inhibitors | Q8N884 | recombinant h-cGAS, ATP depletion, Kinase-Glo luminescence | inhibition, % at 12.5 µM | actives 0.081% (n = 290,000) | AID 1259398, 2018; in the data active = inhibition above about 40%;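 note: 0% = vehicle reaction and 100% = reaction without DNA for no activity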
Target sequence (Q8N884 whole entry, looked up): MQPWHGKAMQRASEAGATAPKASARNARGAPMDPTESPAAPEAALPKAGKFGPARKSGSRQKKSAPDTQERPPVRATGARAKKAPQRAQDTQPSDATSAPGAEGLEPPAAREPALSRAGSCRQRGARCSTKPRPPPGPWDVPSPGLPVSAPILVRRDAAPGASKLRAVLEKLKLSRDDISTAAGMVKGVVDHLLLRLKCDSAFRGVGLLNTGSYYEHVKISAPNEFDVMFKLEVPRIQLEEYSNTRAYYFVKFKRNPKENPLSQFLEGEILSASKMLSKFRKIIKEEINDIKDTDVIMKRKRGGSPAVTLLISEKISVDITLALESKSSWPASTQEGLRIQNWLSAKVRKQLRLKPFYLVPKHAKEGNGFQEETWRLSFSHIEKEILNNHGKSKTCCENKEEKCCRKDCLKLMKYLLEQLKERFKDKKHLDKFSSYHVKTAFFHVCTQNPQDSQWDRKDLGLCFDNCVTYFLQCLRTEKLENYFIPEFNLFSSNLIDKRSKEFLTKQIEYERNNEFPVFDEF
* marks the source's active call; other numbers are inactive results.

SMILES hcGAS_lum
NC(=O)C1(N2CCCCC2)CCN(CCCC(=O)c2ccc(F)cc2)CC1 -4.3
Cc1nccn1-c1ccc(Cn2ccnc2-c2cc3ccccc3[nH]c2=O)cc1 -0.7

Compound activity as filed in PubChem.

This is a subset; rates above refer to the full screens.
